Assay outcomes (PubChem BioAssay)
Runt-SMMHC FRET: inhibitors of human RUNX1 Runt domain binding to CBFb-SMMHC; inhibition, % at 20 µM; Q01196+Q13951; 0.74% of 220,000 active; Cerulean-Runt/Venus-CBFb-SMMHC FRET ratio 530/480, 1 h;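 active = mean inhibition across duplicate retests at 20 µM reaching about 50%, limit read from the data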;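 note: 0% = DMSO wells and 100% = wells with excess untagged CBFb-SMMHC; inhibitors lower the FRET ratio by blocking Runt binding to CBFb-SMMHC; some results filed as inactive read as strong as hits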
PPC-1+TRAIL kill: kills PPC-1 cancer cells in the presence of TRAIL; PPC-1 cells + TRAIL, ATPLite viability luminescence; cell killing (% activity), % at 4 µM; 0.41% of 220,000 active; AID 1443;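 active = cell killing above 50% in the first pass at 4 µM, then a duplicate retest at 5 µM averaging 50% or more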;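 note: plate controls were cells with TRAIL plus DMSO for no effect and medium-only wells lacking cells for full effect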
Mdm2 ligase inh: inhibitors of human Mdm2 E3 ubiquitin ligase; Q00987; cell-based MDM2 ubiquitination luciferase reporter, 2 h; 0 = plate control, 100 = twice control, blank-subtracted; signal enhancement, % at 5 µM; 0.11% of 210,000 active; AID 1230;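 active = signal enhancement of 30% or more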;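 note: luminescence tracks abundance of the self-degrading MDM2-luciferase fusion protein; higher signal means inhibition of MDM2 E3 ligase activity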
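System: stable MDM2–luciferase fusion reporter cells / Input: 2000 cells seeded into each well / Schedule: 4 h settle plus 2 h compound, 37 °C / Compound: single-point 5 µM / Buffer or medium: cells held in DMEM / Benchmarks: control and blank well means / Evaluation: percent signal gain over controls, blank-subtracted / Measured by: luciferase luminescence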
NCF1 inh: p47phox (human) inhibition; AID 1274; p47phox/p22phox peptide binding, fluorescence polarization, 2 h; P14598; 0.53% of 220,000 active; inhibition, % at 24.7 µM;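 active = inhibition above about 30%, limit read from the data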;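 note: 0% = p47phox with labelled peptide and 100% = labelled peptide alone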
CHOP inh: inhibitors of CHOP induction in ER stress response | 3.8% of 220,000 active | CHO-K1 CHOP-promoter luciferase, tunicamycin-induced, 15-18 h | inhibition, % at 10 µM | AID 2732;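 active = compounds that reduced the stress-induced luciferase reporter signal by more than about 70% of percent inhibition, limit read from the data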;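 note: 0% = tunicamycin plus vehicle and 100% = wells without tunicamycin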
TRPML3 agonist: activates the human TRPML3 channel | AID 1448 | HEK293 TRPML3-YFP, Fluo-8 calcium fluorescence; 100% = the carbachol control signal | activation, % at 3 µM | 0.29% of 220,000 active;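 active = activation above its plate's cutoff, the mean activation of the plate's test wells plus 3 SD, cut at about 12% in these data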;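 note: 0% = DMSO only wells and 100% = carbachol wells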
Target sequence (Q8TDD5 whole entry, looked up): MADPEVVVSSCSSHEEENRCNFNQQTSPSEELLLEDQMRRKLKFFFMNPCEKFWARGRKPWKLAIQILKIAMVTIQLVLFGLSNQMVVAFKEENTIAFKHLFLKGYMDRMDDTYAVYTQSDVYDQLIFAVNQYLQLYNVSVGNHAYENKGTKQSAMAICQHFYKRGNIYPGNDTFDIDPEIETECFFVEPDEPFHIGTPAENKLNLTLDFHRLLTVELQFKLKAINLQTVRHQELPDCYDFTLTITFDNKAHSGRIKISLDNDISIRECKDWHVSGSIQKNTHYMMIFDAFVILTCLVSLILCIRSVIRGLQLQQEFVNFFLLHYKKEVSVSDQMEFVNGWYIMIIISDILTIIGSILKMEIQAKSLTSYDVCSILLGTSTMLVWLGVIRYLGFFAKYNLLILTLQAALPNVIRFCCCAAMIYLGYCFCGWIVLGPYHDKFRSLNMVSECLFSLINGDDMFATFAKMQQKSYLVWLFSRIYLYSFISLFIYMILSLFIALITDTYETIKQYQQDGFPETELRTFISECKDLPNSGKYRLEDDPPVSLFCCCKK
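Test system: TRPML3-YFP stable HEK293 cells. Doses: single point at 3 µM. Incubation: dye loading 1 h 37 °C then 30 min ambient, 125 s read. Signal: Fluo-8 calcium dye fluorescence, ex 470-495, em 515-575 nm. Measure: percent activation from peak-to-basal fluorescence ratio, scaled between DMSO and carbachol.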
TNF necrop inh: blocks TNF-alpha induced death of Jurkat FADD-/- cells | Jurkat FADD-/- TNF necroptosis rescue, ATP luminescence, 24 h; 0 = TNF only, 100 = no-TNF cells | activation (protection from cell death), % at 10 µM | 0.068% of 220,000 active;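 active = activation, meaning protection from cell death, of at least 50% relative to plate controls; inactive = activation below 50%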;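 note: necroptosis triggered by 40 ng/mL TNF-alpha added together with compound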
zfTRPN1 agonist: zebrafish TRPN1 (NompC) channel agonism; HEK293 zebrafish TRPN1-YFP, Fluo-8 calcium fluorescence; 100% = response to 87 µM carbachol; activation, % at 3 µM; 0.18% of 220,000 active; AID 1424;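 active = activation above its plate's cutoff, the mean activation of test wells on that plate plus 3 SD, cut at about 19% in these data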;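 note: 0% = DMSO alone and 100% = 87 µM carbachol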
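Control set: carbachol 87 µM as high control, DMSO as low control; system: HEK293 stable line with zebrafish TRPN1-YFP; read-out: % activation versus carbachol response; detection: intracellular calcium fluorescence with Fluo-8; doses: single test compound dose, 3 µM nominal, 0.3% DMSO; schedule: dye 1 h 37 °C plus 30 min RT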
EBV gp42 block: inhibitors of Epstein-Barr virus glycoprotein 42; Q1HVG2; Fluorescence polarization binding assay, mP read-out; inhibition, % (tested at 21.74 µM); 0.42% of 220,000 active; AID 1085; in the data active = inhibition above about 50%
Target sequence (Q1HVG2 whole entry, looked up): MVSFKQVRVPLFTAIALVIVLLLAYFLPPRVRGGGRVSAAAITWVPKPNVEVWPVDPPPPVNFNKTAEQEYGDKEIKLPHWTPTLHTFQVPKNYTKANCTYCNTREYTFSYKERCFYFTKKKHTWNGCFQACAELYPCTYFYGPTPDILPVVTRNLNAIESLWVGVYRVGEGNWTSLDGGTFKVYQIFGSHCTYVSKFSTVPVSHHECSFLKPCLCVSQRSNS
The depositor's hits bear a star; nt = not tested or not shown.

SMILES | Runt-SMMHC FRET | PPC-1+TRAIL kill | Mdm2 ligase inh | NCF1 inh | CHOP inh | TRPML3 agonist | TNF necrop inh | zfTRPN1 agonist | EBV gp42 block
COc1cccc(/C=C/c2ccccn2)c1O | -4 | 30 | -26 | -7 | 9 | -0.5 | 1.4 | 0.3 | 5
Cc1cc(NCCN2CCOCC2)n2nc(C)c(-c3ccccc3)c2n1 | 3 | 32 | 3 | 1 | -25 | -0.2 | 0.2 | 0.4 | 5
CO[C@H]1C=CO[C@@]2(C)Oc3c(C)c(O)c4c(O)c(c5c(nc6cc(C)ccn65)c4c3C2=O)NC(=O)C(C)=CC=C[C@H](C)[C@H](O)[C@@H](C)[C@@H](O)[C@@H](C)[C@H](OC(C)=O)[C@@H]1C | -14 | 5 | nt | -7 | -3 | 0.8 | nt | -0.7 | -8
Cc1ccccc1-c1noc(-c2ccccc2F)n1 | -2 | 12 | -27 | -12 | 78* | 0.2 | -1.4 | -1.1 | -18
O=C1c2cccnc2C(O)N1Cc1ccco1 (configuration not stated) | 4 | -7 | 13 | -5 | -13 | 0.2 | 0.6 | 0.6 | -22
COc1ccc(Nc2c(-c3ccc(OC)cc3)nc3cnccn23)cc1 | 0 | -6 | 5 | 2 | -1 | -0.6 | -0.9 | -0.5 | -23
CCSCc1nnc(SCC(=O)Nc2nc3ccccc3s2)n1C | 8 | 10 | 0 | -3 | -7 | 0.6 | 0.4 | -0.2 | -77
CN=c1scc(-c2ccc(Br)cc2)n1C | 5 | -12 | -19 | -10 | 21 | -0.2 | 2.4 | 0.1 | -18
O=C(O)c1ccc(N=NN2CCCC2)cc1 | -3 | 22 | -13 | -3 | -8 | 1.2 | -0.7 | 0.2 | 1
O=C(Nc1ccccc1N1CCOCC1)C1Cc2ccccc2CN1C(=O)c1ccco1 (configuration not stated) | 6 | -8 | -13 | -4 | 11 | 0.4 | -1.1 | -1.3 | -10
CCCC(=O)OCCNc1cc(Sc2nccn2C)c2nonc2c1[N+](=O)[O-] | 26 | 13 | -10 | -6 | 108* | 0.1 | -9.2 | -1.4 | 0
Cc1ccc(C)c(NC(=O)C(Sc2nnc(-c3cccs3)o2)c2ccccc2)c1 (configuration not stated) | 3 | 7 | 50* | -16 | -15 | -0.1 | -0.3 | 1.8 | -2
CC(Cn1cnc2ccccc21)C(=O)O (configuration not stated) | 2 | 5 | 3 | -5 | -10 | 0.5 | -1.5 | 0.4 | -8
c1ccc(CN2CCN(Cc3nnc(-c4ccccc4)o3)CC2)cc1 | -1 | 15 | 7 | 7 | 9 | 1.1 | -0.1 | 1.4 | 0
CCOC(=O)c1sc(N)c(C#N)c1COC(=O)CNC(=O)c1ccccc1 | -8 | 5 | -8 | -31 | 3 | -0.4 | -4.6 | 1.6 | -77
CCOC(=O)c1c(NC(=O)Cn2ccsc2=N)sc(C)c1C | 6 | 8 | -10 | -21 | 0 | 0.9 | 2.6 | -0.6 | -24
COC(=O)c1cn(NC(=O)c2ccc([N+](=O)[O-])cc2Cl)c(=O)c2ccccc12 | -1 | 16 | -7 | 2 | 42 | 0.2 | -0.3 | 1.1 | -5
CC(=O)c1cc(C#N)c(SCC(=O)OC(C)(C)C)nc1C | -6 | 13 | -6 | -11 | -14 | 0.1 | -3.4 | 0.1 | -1
Cc1ccc(/C=C/C(=O)O)cc1S(=O)(=O)N1CCC(Cc2ccccc2)CC1 | -1 | -13 | 0 | -14 | -11 | -0.8 | 4.9 | 0.0 | -22
COc1cccc2c1OCC(C(=O)O)C2 (configuration not stated) | -1 | 13 | 8 | -2 | 10 | -0.4 | -0.2 | 1.5 | -6
Nc1c(C(=O)Nc2ccccc2F)sc2nc(-c3cccnc3)ccc12 | -56 | 7 | 3 | -12 | 97* | 0.5 | 3.8 | 4.8 | 3
CCCS(=O)(=O)c1c(S(=O)(=O)CCC)c2c(C)cccn2c1C(=O)N/N=C/c1cc(O)cc(O)c1 | 56 | 33 | -16 | -10 | 60 | 0.5 | -9.1 | -0.2 | -4
Cc1oc(/C=N/NS(=O)(=O)c2ccccc2)cc1Br | -2 | -14 | -8 | -13 | 11 | 1.1 | 2.5 | 1.2 | 15
CCNc1nc(Oc2ccc(C(=O)OC)cc2)nc(SC)n1 | -2 | 31 | -30 | -17 | 11 | -0.5 | -4.2 | 0.2 | -21
Cc1ccccc1C(=O)N1CCCN(C(=O)c2ccccc2C)CC1 | 1 | -7 | -12 | -16 | 6 | 0.5 | -0.1 | -0.5 | 0

Next part, overlapping the part above by four compounds.
SMILES | Runt-SMMHC FRET | PPC-1+TRAIL kill | Mdm2 ligase inh | NCF1 inh | CHOP inh | TRPML3 agonist | TNF necrop inh | zfTRPN1 agonist | EBV gp42 block
CCCS(=O)(=O)c1c(S(=O)(=O)CCC)c2c(C)cccn2c1C(=O)N/N=C/c1cc(O)cc(O)c1 | 56 | 33 | -16 | -10 | 60 | 0.5 | -9.1 | -0.2 | -4
Cc1oc(/C=N/NS(=O)(=O)c2ccccc2)cc1Br | -2 | -14 | -8 | -13 | 11 | 1.1 | 2.5 | 1.2 | 15
CCNc1nc(Oc2ccc(C(=O)OC)cc2)nc(SC)n1 | -2 | 31 | -30 | -17 | 11 | -0.5 | -4.2 | 0.2 | -21
Cc1ccccc1C(=O)N1CCCN(C(=O)c2ccccc2C)CC1 | 1 | -7 | -12 | -16 | 6 | 0.5 | -0.1 | -0.5 | 0
COc1cccc(OCc2nc(-c3cccc([N+](=O)[O-])c3)no2)c1 | -5 | nt | -12 | 7 | 9 | -0.5 | 2.5 | -1.3 | 5
Cc1cc(Br)ccc1OCc1nc(-c2cccnc2)no1 | 4 | -3 | -14 | -13 | 48 | 1.3 | -0.8 | -0.3 | -10
COc1ccccc1NC(=S)NNC(=S)Nc1ccc(OC(F)F)cc1 | 2 | 14 | -12 | -2 | -16 | -0.3 | 0.6 | -0.5 | 5
O=[N+]([O-])c1cccc(/C=N/Nc2nccnc2Cl)c1 | 8 | 39 | -16 | -23 | -18 | 0.1 | -7.5 | 0.6 | -5
COC(=O)c1ccc(OC)c(OC)c1Cl | -4 | 4 | -12 | -3 | 3 | 0.1 | 0.6 | -0.6 | -13
COc1ccccc1OCc1ccc(C(=O)N/N=C/c2ccco2)cc1 | -1 | 21 | -25 | 2 | -5 | -0.6 | 0.8 | 0.1 | -20
CCOc1ccc(CN2C(=O)CC(=O)N(S(=O)(=O)c3ccc(OCC)cc3)C2=O)cc1 | 2 | 11 | -4 | -27 | 4 | 0.0 | 3.6 | -0.4 | -72
Cc1ccc(-c2noc(CN3CCOCC3)n2)cc1 | -1 | 28 | 3 | -11 | 4 | 0.2 | -0.7 | 0.5 | -3
Cc1c(N=C(N)/N=C(\N)Nc2ccc(Br)cc2)c(=O)n(-c2ccccc2)n1C | -2 | 4 | -14 | -7 | 9 | 0.2 | 2.3 | -0.5 | 3
CN(C(=O)c1cccnc1)c1nnc(-c2ccccn2)s1 | -4 | -6 | -16 | -1 | -33 | 0.6 | 0.7 | 1.4 | -10
O=C(c1ccc2c(c1)N(Cc1cccc(Cl)c1)C(=O)c1ccccc1S2(=O)=O)N1CCN(c2ccccn2)CC1 | 0 | 16 | -5 | -10 | 24 | 0.8 | -1.9 | 0.1 | -7
CCOC(=O)COc1ccc(/C=C/[N+](=O)[O-])c(OCC(=O)OCC)c1 | -10 | 8 | 0 | -5 | 111* | 0.9 | -22 | 1.1 | -11
CCOc1ccc(NC(=O)CN2C(=O)CSC2=O)cc1 | 0 | 13 | -1 | -2 | 7 | 0.2 | -0.6 | 0.6 | -18
Oc1[nH]c2ccccc2c1/C=N/N1CCCCC1 | 1 | 22 | 2 | -8 | 6 | -0.3 | -2.5 | -0.7 | -13
O=C(c1nsnc1-c1ccccc1O)N1CCCCC1 | -1 | 3 | -11 | -3 | 36 | -0.3 | -0.2 | -0.8 | -4
Cc1ccnc(SCC(N)=O)n1 | 0 | 8 | -7 | 1 | -6 | 0.1 | 1.7 | -1.1 | -7
COC(=O)c1ccc(Oc2nc(Nc3ccc(C)c(C)c3)nc(N(C)C)n2)cc1 | 1 | -3 | -24 | -6 | 54 | 0.2 | -4.1 | -1.2 | -2
O=C(NCC1COc2ccccc2O1)c1ccc(NC(=O)c2ccco2)cc1 (configuration not stated) | -2 | 31 | 6 | -17 | -20 | 0.6 | -1.0 | 1.7 | -8
Cn1c2ccccc2c2nnc(SCc3ccc4nonc4c3)nc21 | 1 | -1 | 6 | -1 | 35 | -0.2 | -2.3 | 1.4 | -18
CCn1ncc(Br)c1C(=O)Nc1ccc2c(c1)OCCO2 | 0 | 19 | -34 | -5 | -5 | 0.9 | 0.4 | -1.1 | 4
O=C(/C=C/c1cccc([N+](=O)[O-])c1)c1ccc2c(c1)OCCO2 | 5 | 37 | -6 | -19 | -139 | 1.0 | 4.3 | 0.4 | 6
O=C(CSc1nc2ccccc2o1)NCC(=O)c1ccccc1 | -1 | 34 | -11 | 8 | 12 | 0.6 | 0.3 | 0.9 | -18
O=C(NCC(=O)N1CCN(c2ncccn2)CC1)c1cccs1 | 1 | 15 | 2 | 3 | -2 | 0.9 | -0.5 | 0.1 | -6
Cc1ccnc2nc(C(=O)Nc3nc4ccccc4s3)nn12 | 2 | 34 | -31 | -13 | 4 | 1.3 | 0.0 | 1.3 | -14
O=C(Cn1nnc2ccccc21)NNC(=O)c1ccccc1 | -1 | -6 | -12 | 2 | 1 | 0.1 | 3.2 | -0.2 | -5

(next part)
SMILES | Runt-SMMHC FRET | PPC-1+TRAIL kill | Mdm2 ligase inh | NCF1 inh | CHOP inh | TRPML3 agonist | TNF necrop inh | zfTRPN1 agonist | EBV gp42 block
O=C(NC(=O)c1ccccc1)OCCN1C(=O)c2ccccc2C1=O | 0 | 15 | -7 | -6 | 14 | 1.1 | -0.8 | 0.0 | -9
CCn1c(C(=O)N2CCCC(C(=O)O)C2)cc2sccc21 (configuration not stated) | -1 | 5 | nt | -46 | -17 | 1.3 | -0.3 | 0.8 | -12
COc1ccc(C2C(C#N)=C(N)Oc3n[nH]c(C)c32)cc1Cn1nnc2ccccc21 (configuration not stated) | -4 | -10 | -3 | -12 | -41 | 0.5 | -11 | 1.3 | -16
Cc1cc(C(=O)Nc2sc3c(c2C#N)CCC(C)C3)no1 (configuration not stated) | -1 | 33 | -1 | -3 | 30 | 1.3 | -2.4 | 2.0 | -7
Cn1cc(NC(=O)OCc2ccc(Cl)cc2)c(C(F)(F)F)n1 | 2 | 12 | -12 | 0 | -3 | -1.3 | 1.6 | -1.3 | 1
Cc1cccc(NC2(C(F)(F)F)N=C3SCCN3C2=O)n1 (configuration not stated) | 2 | 4 | -2 | -10 | 12 | 0.4 | -0.5 | 1.1 | -22

This is a random part of the collection. About 5.9% of those tested had a hit in this group.
